# Screening results from PubChem BioAssay.
# RNase H inhibition = RNase H inhibition, HIV 1 Gag Pol polyprotein, FRET biochemical assay, screening (AID 372). HIV-1 RT RNase H, FRET RNA/DNA substrate fluorescence; higher % means a stronger effect. one-dose inhibition, % at 10 µM; IC50 in µM for titrated hits. actives 0.77% (n = 100,000); in the data active means inhibition above about 50%
# * = called active by the depositor.
SMILES,RNase H inhibition
O=C(Nc1ccc(Cl)c(C(F)(F)F)c1)c1cc([N+](=O)[O-])ccc1Cl,26%
CC(=O)Nc1nnc(-c2ccccc2)o1,3%
COc1ccc(-c2nnc(SCc3ccc(F)cc3)n2-c2ccccc2)cc1,13%
Cc1ccc(-c2cc(C(F)(F)F)n3nc(C(=O)N4CCN(Cc5ccccc5)CC4)cc3n2)cc1,5%
O=C(O)COc1ccccc1/C=N\NC(=O)c1ccc(Br)cc1,9%
COCCNC(=O)/C(=C\c1ccc(OC)cc1)NC(=O)c1ccc(C)cc1,0%
O=C(c1cc(Cl)ccc1Cl)N1CCN(c2ccc(F)cc2)CC1,0%
CCCCOc1ccc(OCC(=O)N/N=C/c2ccccc2)cc1,11%
COc1ccc2oc(=O)c(C(=O)Nc3ccc(C)cc3C)cc2c1,13%
COc1ccc(Br)cc1/C=N/NS(=O)(=O)c1ccc(Cl)cc1,18%
COc1ccc(CCNS(=O)(=O)c2ccc(OC)cc2)cc1,49%
O=C1CC(c2ccccc2)Sc2nc3ccccc3n21 (stereo not drawn),0%
O=C(COc1ccc(Br)cc1)Nc1ccc(N2CCCCC2)c(Cl)c1,8%
CC(C)C(=O)Nc1ccc(Nc2ccccc2)cc1,7%
Cc1c(Cl)c(C(F)(F)F)nn1CC(=O)Nc1ccccc1C(F)(F)F,7%
CC(C)(C)c1ccc(OCCOc2ccccc2/C=N/NC(N)=S)cc1,4%
O=C1C(=O)N(Cc2ccccc2)C(c2cccc(F)c2)/C1=C(/O)c1ccccc1 (stereo not drawn),10%
COc1cccc(OCCn2ccnc2)c1,13%
NS(=O)(=O)c1ccc(NC(=O)COC(=O)CN2C(=O)C(=O)c3ccccc32)cc1,1%
CCOc1ccc(N2C(=O)/C(=C/c3ccc(-c4cc([N+](=O)[O-])ccc4Cl)o3)C(=O)NC2=S)cc1,24%
COc1ccc(C(=O)Nc2ccc([N+](=O)[O-])cc2C)cc1,1%
O=C(Nc1nnc(-c2ccc(F)cc2)s1)c1ccc(Cl)cc1Cl,9%
CCOC(=O)C1(C)CC(=O)C(=O)N1c1ccccc1 (stereo not drawn),3%
Cc1cc(C)cc(OCCOc2c(Cl)cc(Cl)cc2/C=C2\SC(=S)NC2=O)c1,36%
CCOc1cc(/C=N/n2cnnc2)ccc1OCCOc1ccccc1C,18%
CC(=O)OCCNC(=O)/C(=C\c1ccc2c(c1)OCO2)NC(=O)c1ccco1,6%
Cc1ccc(C(c2ccccc2)C2C(=O)c3ccccc3C2=O)c(C)c1 (stereo not drawn),7%
COc1cc(NC(=O)C2CCCCC2)c2ncccc2c1,14%
O=C(COc1ccc(C=Nc2ccc(Br)cc2F)cc1)NCc1ccco1,9%
Cc1ccc2nc(-c3ccc(NC(=S)NC(=O)c4ccccc4Cl)cc3)sc2c1,8%
O=C(NC(=S)Nc1ccccc1C(F)(F)F)c1cccc(Br)c1,25%
Cc1ccc(N(CC(=O)N(Cc2ccccc2)Cc2ccccc2)S(C)(=O)=O)cc1,5%
O=C(CSc1n[nH]c(=O)[nH]c1=O)N/N=C/C=C\c1ccccc1,10%
CCC(=O)Nc1ccc(NC(=S)NC(=O)c2ccccc2I)cc1,6%
CCCCOc1ccc(C(=O)NCc2ccccc2F)cc1,9%
CC1=C(C(=O)OCCOC(C)C)C(c2cccs2)C2=C(CC(C)(C)CC2=O)N1 (stereo not drawn),0%
CCCCCCN1C(=O)c2ccc(Br)cc2C1=O,15%
CCN(CC)c1ccc(C=C2C(=O)NC(=O)NC2=O)c(OCc2ccc(Cl)cc2Cl)c1,48%
COc1ccc(C2/C(=C(/O)c3ccccc3)C(=O)C(=O)N2Cc2ccccc2)c(OC)c1 (stereo not drawn),0%
OC(COc1cccc(OCC(O)CN2CCOCC2)c1)CN1CCOCC1 (stereo not drawn),9%
N#C/C(=C\c1ccc(-c2ccccc2Cl)o1)C(=O)Nc1cccc2ncccc12,1%
Cc1cc(C(=O)Nc2cc(C(F)(F)F)cc(C(F)(F)F)c2)ccc1[N+](=O)[O-],6%
COc1ccc(C2C(C(=O)OC(C)C)=C(C)N=c3s/c(=C\c4cccs4)c(=O)n32)cc1 (stereo not drawn),12%
CC(=O)c1ccc(NC(=O)C(C)Oc2ccc(Cl)cc2Cl)cc1 (stereo not drawn),21%
CCOc1ccc(S(=O)(=O)N=Nc2c(O)n(C)c3ccccc23)cc1,0%
CN(C)c1ccc(/C=N/NC(=O)CNC(=O)c2ccncc2)cc1,10%
COc1c(I)cc(I)cc1/C=N/NC(=O)c1ccncc1,43%
Cc1cccc(C)c1-n1c(C)cc(/C=N/NC(=O)c2ccncc2)c1C,3%
C=CCNc1nc(-c2ccc(OC)cc2)cs1,5%
COc1ccc(/C=C2/OC(=S)N(C)C2=O)cc1,10%
CCOC(=O)c1c(NC(=O)c2cccc(F)c2)sc2c1CCC2,5%
Cc1cc([N+](=O)[O-])ccc1NC(=O)COc1ccc(Cl)cc1C,5%
COc1ccc(OC(=O)c2ccc(Cl)cc2)cc1,21%
Cc1cccc(Nc2nc(-c3cc4cc(Cl)ccc4oc3=O)cs2)c1,26%
CCN(CC)CCCCCCOc1ccc2ccccc2c1,13%
NC1=NC(=O)/C(=C/c2ccc(Sc3ccc(Cl)cc3)o2)S1,35%
Cc1cc(C)cc(OCCOCCOc2cccc3cccnc23)c1,13%
COc1cc(C=NN2CCN(c3ccc(Cl)cc3)CC2)ccc1OCc1ccccc1,11%
O=C(CN1C(=O)/C(=C/c2ccccc2)SC1=S)Nc1cc([N+](=O)[O-])ccc1O,7%
CC(=O)NNC(=O)c1c(O)c2ccccc2[nH]c1=O,10%
# The list goes on:
SMILES,RNase H inhibition
CCOc1ccc(Cl)cc1C=C1C(=O)NC(=O)NC1=O,17%
CCN(CC)c1ccc(/C=C2/SC(=Nc3ccccc3Cl)NC2=O)cc1,27%
O=C(COc1ccccc1)N1C(=O)c2ccccc2S1(=O)=O,4%
CC1=C(C(=O)OCCc2ccccc2)C(c2cccc([N+](=O)[O-])c2)CC(=O)N1 (stereo not drawn),20%
Cc1ccc(OC(=O)OCC(C)C)c(Br)c1,7%
CCOc1cc(/C=c2/sc3nc4cc(C)c(C)cc4n3c2=O)cc(I)c1OC,32%
C/C(CC(=O)N1CCCC1)=N\NC(=O)C(=O)Nc1ccccc1,6%
C=CCN1C(=O)/C(=C/c2cccc([N+](=O)[O-])c2)C(=O)NC1=S,0%
CC1(C)CC(=O)C2=C(C1)Nc1ccccc1N(C(=O)c1ccc(Cl)cc1)C2c1ccco1 (stereo not drawn),17%
Cc1ccc(C)c(N2C(=O)C3C4CC(=O)C(c5ccccc54)C3C2=O)c1 (stereo not drawn),9%
O=C(NCc1ccccc1Cl)C(=O)Nc1ccccc1F,6%
O=c1c(/C=C(\O)c2ccc([N+](=O)[O-])cc2)nc2ccccc2n1-c1ccccc1,6%
CC(=O)N1c2ccccc2CC(N2CCCCC2)c2ccccc21 (stereo not drawn),4%
CCOC(=O)c1ccccc1NC(=O)COc1ccc(C)cc1C,30%
CCOC(=O)C1=C(C)N=c2s/c(=C\c3ccc(N4CCOCC4)o3)c(=O)n2C1c1cccs1 (stereo not drawn),7%
O=C(Nc1ccc(Cl)c([N+](=O)[O-])c1)c1cccc2c(Br)cccc12,8%
O=C(Nc1ccc(NC(=S)NC(=O)c2ccccc2Cl)cc1)c1cccc(Cl)c1,16%
O=C(/C=C/c1ccc(Cl)cc1)NC(=S)Nc1ccc(N2CCCC2)cc1,28%
COCCCNC(=O)c1ccc(OC)c([N+](=O)[O-])c1,7%
C/C(CCS(=O)(=O)c1ccc(Cl)c(Cl)c1)=N\NC(N)=S,0%
Cc1ccccc1-c1nc2cc(NC(=S)NC(=O)c3cccc(Br)c3)ccc2o1,16%
CCOc1ccc(-c2nc3c(c(CC)nn3-c3ccccc3)c3cc(OC)c(OC)cc23)cc1OCC,11%
O=C(Cc1ccc(Br)cc1)Nc1ccccc1,5%
Cc1c(NC(=O)COc2ccc(Br)cc2)c(=O)n(-c2ccccc2)n1C,9%
COC(=O)C1=C(C)NC2=C(C(=O)CC(c3ccccc3)C2)C1c1ccc(N(C)C)cc1 (stereo not drawn),6%
COc1cc(C=C2C(=O)NC(=S)NC2=O)cc(Br)c1OCc1ccc([N+](=O)[O-])cc1,33%
N#Cc1c(-c2ccccc2)cc(-c2ccccc2)nc1N1CCCCC1,15%
O=[N+]([O-])c1ccc(N=Cc2ccc(C=Nc3ccc([N+](=O)[O-])cc3)cc2)cc1,2%
Cc1ccc(C(=O)Nc2ccc(Cl)cc2)cc1,0%
O=c1c2ccccc2nc(/C=C\c2ccccc2O)n1-c1cccc2ccccc12,3%
Nc1ccc2[nH]c(=O)nc(-c3ccccc3)c2c1,11%
COc1ccc(C(=O)N/N=C/c2cc(Br)c(O)c(OC)c2)cc1OC,21%
COc1ccc(Br)cc1CN1CCN(Cc2ccc(OC)c(OC)c2)CC1,13%
Cc1cc(Br)c(Nc2nc(N/N=C\c3coc(-c4cccc(Cl)c4)c3)nc(N3CCOCC3)n2)cc1Cl,15%
N#Cc1ccccc1N=C1CCCN1Cc1ccccc1,3%
O=C(CSc1ncn[nH]1)Nc1ccc(F)cc1,0%
COc1cc2ccccc2cc1C(=O)Nc1cccc(NC(=O)c2ccccc2)c1,19%
CC(C)(c1ccc(Oc2ccc(N3C(=O)CCC3=O)cc2)cc1)c1ccc(Oc2ccc(N3C(=O)CCC3=O)cc2)cc1,0%
CS(=O)(=O)N(CC(=O)NCCSc1ccccc1)c1ccccc1F,35%
Cc1ccc(/C=C2/SC(=S)N(CCC(=O)Nc3ccc([N+](=O)[O-])cc3)C2=O)cc1,10%
COc1ccc(Cl)cc1NS(=O)(=O)c1ccc2ccccc2c1,15%
Cc1nc2ncccn2c1-c1csc(Nc2ccc(O)cc2)n1,6%
O=C1C(C=NCCN2CCOCC2)=C(O)c2ccccc21,0%
O=C(/C=C/c1cc2c(cc1Br)OCO2)c1ccc(Cl)cc1,13%
O=C(Nc1cccc(Oc2ccc3c(c2)C(=O)N(c2ccccc2)C3=O)c1)c1cccc([N+](=O)[O-])c1,12%
Cc1ccnc(NC(=S)NC(=O)c2cc(I)ccc2Cl)c1,2%
O=C(NCC(O)c1ccccc1)C(=O)Nc1ccccc1 (stereo not drawn),5%
C/C(=N/N1CCN(c2ccccc2)CC1)c1cccc([N+](=O)[O-])c1,6%
CCOc1ccc(C(=O)Nc2ccc(NC(=O)c3cc4ccccc4o3)c(OC)c2)cc1[N+](=O)[O-],23%
CCn1c2ccccc2c2cc(CN3CCN(Cc4cccc([N+](=O)[O-])c4)CC3)ccc21,11%
CC1=NN(c2ccc(Cl)cc2)C(=O)/C1=C\c1c(C)[nH]n(-c2ccccc2C)c1=O,17%
CC1(C)CC(=O)C(C2=NC3(CCCCCC3)Cc3ccccc32)=C(O)C1,15%
O=C(COc1ccc(Br)cc1Cl)Nc1cc(Cl)cc(Cl)c1,24%
CCC(=O)NC(Nc1cc(Cl)ccc1OC)(C(F)(F)F)C(F)(F)F,8%
Cc1ccc(-n2c(O)c(/C=N/n3cnnc3)c3ccccc3c2=O)cc1,10%
CCN(CC)c1ccc(/C=C2\SC(N)=NC2=O)c(OCc2ccc(Cl)cc2)c1,42%
CSc1ccc(S(=O)(=O)N(CC(=O)Nc2cc(Cl)ccc2C)c2ccc(C)cc2)cc1,12%
Cc1ccc(N2C(=O)Cn3c2nc2c3c(=O)n(C)c(=O)n2C)cc1Cl,1%
COc1ccc(C(=O)NC(=S)Nc2cc3nn(-c4ccccc4)nc3cc2C)cc1,46%
CC(C)c1cccc(OCCCOc2cccc3cccnc23)c1,6%

# A different layout for some results above.
Compound	RNase H inhibition
CS(=O)(=O)N(CC(=O)NCCSc1ccccc1)c1ccccc1F	35%
Cc1ccc(/C=C2/SC(=S)N(CCC(=O)Nc3ccc([N+](=O)[O-])cc3)C2=O)cc1	10%
COc1ccc(Cl)cc1NS(=O)(=O)c1ccc2ccccc2c1	15%
Cc1nc2ncccn2c1-c1csc(Nc2ccc(O)cc2)n1	6%
O=C1C(C=NCCN2CCOCC2)=C(O)c2ccccc21	0%
O=C(/C=C/c1cc2c(cc1Br)OCO2)c1ccc(Cl)cc1	13%
O=C(Nc1cccc(Oc2ccc3c(c2)C(=O)N(c2ccccc2)C3=O)c1)c1cccc([N+](=O)[O-])c1	12%
Cc1ccnc(NC(=S)NC(=O)c2cc(I)ccc2Cl)c1	2%
O=C(NCC(O)c1ccccc1)C(=O)Nc1ccccc1 (stereo not drawn)	5%
C/C(=N/N1CCN(c2ccccc2)CC1)c1cccc([N+](=O)[O-])c1	6%
CCOc1ccc(C(=O)Nc2ccc(NC(=O)c3cc4ccccc4o3)c(OC)c2)cc1[N+](=O)[O-]	23%
CCn1c2ccccc2c2cc(CN3CCN(Cc4cccc([N+](=O)[O-])c4)CC3)ccc21	11%
CC1=NN(c2ccc(Cl)cc2)C(=O)/C1=C\c1c(C)[nH]n(-c2ccccc2C)c1=O	17%
CC1(C)CC(=O)C(C2=NC3(CCCCCC3)Cc3ccccc32)=C(O)C1	15%
O=C(COc1ccc(Br)cc1Cl)Nc1cc(Cl)cc(Cl)c1	24%
CCC(=O)NC(Nc1cc(Cl)ccc1OC)(C(F)(F)F)C(F)(F)F	8%
Cc1ccc(-n2c(O)c(/C=N/n3cnnc3)c3ccccc3c2=O)cc1	10%
CCN(CC)c1ccc(/C=C2\SC(N)=NC2=O)c(OCc2ccc(Cl)cc2)c1	42%
CSc1ccc(S(=O)(=O)N(CC(=O)Nc2cc(Cl)ccc2C)c2ccc(C)cc2)cc1	12%

# (list continues)
SMILES,RNase H inhibition
CC1=C(C(=O)OCc2ccccc2)C(c2ccccc2Cl)CC(=O)N1 (stereo not drawn),18%
CCOc1cccc(C(=O)Nc2ccc3oc(-c4ccccc4Br)nc3c2)c1,15%
CCOc1ccc(NS(=O)(=O)c2ccc(OC)c(OC)c2)cc1,10%
O=C(Nc1cccc2ccccc12)c1cc([N+](=O)[O-])ccc1Cl,5%
Cc1ccc2[nH]c(O)c(N=NC(=O)COc3cccc(Br)c3)c2c1,32%
COc1ccc(NC(=O)c2cccc3ccccc23)cc1Cl,0%
O=S(=O)(O)c1ccc2c(c1)C(S(=O)(=O)O)CC(=N\O)/C2=N/O (stereo not drawn),11%
COc1cc(-c2nc3sc(C)c(C)c3c(=O)[nH]2)ccc1C,16%
O=C(N(c1ccc(Cl)cc1)C1C=CS(=O)(=O)C1)C(F)(F)F (stereo not drawn),13%
O=C(/C=C/c1ccc(-c2ccccc2[N+](=O)[O-])o1)Nc1ccc(O)c(-c2nc3ccccc3o2)c1,9%

# An excerpt, so the mix of outcomes need not match the whole.
